Compound activity deposited in PubChem BioAssay by Sanford-Burnham Center for Chemical Genomics.
Mdm2-MdmX inh = inhibitors of human Mdm2-MdmX association, primary screen, cell-based, luminescence, split luciferase, SaOS-2, uHTS; SaOS-2 split-luciferase Mdm2/MdmX complementation; Protein Mdm4 (Homo sapiens) + E3 ubiquitin-protein ligase Mdm2 (Homo sapiens), …; inhibition, % at 8 µM; AID 485346, 2010; hit rate 3% among 330,000;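 active = inhibition of at least 50% at 8 µM in the primary screen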
Target sequence (O15151 whole entry, looked up): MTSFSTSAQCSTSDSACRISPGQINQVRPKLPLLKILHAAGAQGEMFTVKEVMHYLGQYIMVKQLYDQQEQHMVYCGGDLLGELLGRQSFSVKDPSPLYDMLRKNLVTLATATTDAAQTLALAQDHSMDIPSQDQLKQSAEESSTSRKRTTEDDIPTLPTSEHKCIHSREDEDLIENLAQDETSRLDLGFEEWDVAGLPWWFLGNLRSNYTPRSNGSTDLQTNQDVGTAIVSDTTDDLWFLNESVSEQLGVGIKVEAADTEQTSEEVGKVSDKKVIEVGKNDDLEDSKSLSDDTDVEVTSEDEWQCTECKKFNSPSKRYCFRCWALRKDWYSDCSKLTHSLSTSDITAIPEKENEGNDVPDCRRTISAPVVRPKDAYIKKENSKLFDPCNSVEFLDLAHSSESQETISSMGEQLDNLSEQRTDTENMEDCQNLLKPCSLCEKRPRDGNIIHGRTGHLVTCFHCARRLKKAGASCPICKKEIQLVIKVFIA
Target sequence (Q00987 whole entry, looked up): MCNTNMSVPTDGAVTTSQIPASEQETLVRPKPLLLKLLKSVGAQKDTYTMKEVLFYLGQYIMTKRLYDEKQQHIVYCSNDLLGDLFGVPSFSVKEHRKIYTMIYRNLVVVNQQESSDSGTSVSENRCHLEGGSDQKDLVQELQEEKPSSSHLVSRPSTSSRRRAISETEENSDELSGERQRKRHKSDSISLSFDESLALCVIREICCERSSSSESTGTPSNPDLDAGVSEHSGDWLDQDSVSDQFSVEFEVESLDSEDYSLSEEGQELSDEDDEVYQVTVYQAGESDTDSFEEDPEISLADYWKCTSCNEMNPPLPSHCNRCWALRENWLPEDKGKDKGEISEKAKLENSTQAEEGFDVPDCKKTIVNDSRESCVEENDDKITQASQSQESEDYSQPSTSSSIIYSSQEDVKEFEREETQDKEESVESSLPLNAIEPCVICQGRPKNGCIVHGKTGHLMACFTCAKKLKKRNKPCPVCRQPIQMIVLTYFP
697 NFkB inh = inhibitors of PMA/ionomycin-induced NF-kB reporter, 697 cells, primary screen, B-cell NF-kB inhibitor project, cell-based, luminescence, uHTS; 697 B-cell NF-kB luciferase reporter, 16 h; AID 435022, 2010; inhibition, % at 4 µM; hit rate 0.33% among 330,000; in the data active = inhibition above about 35%
tim23-1 inh = growth inhibitors of tim23-1 mutant yeast, primary screen, luminescence, uHTS; inhibition, % at 20 µM; hit rate 1.3% among 330,000; S. cerevisiae tim23-1 growth, BacTiter-Glo luminescence, 24 h;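 active = growth inhibition of the mutant yeast at or above 50%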;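 note: temperature-sensitive mutant grown at 25 °C; plate controls were DMSO-treated mutant yeast for no effect and medium wells lacking yeast for full effect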
UPR CHOP act = activators of apoptotic CHOP UPR arm, primary screen, cell-based, CHO-CHOP luciferase reporter, luminescence, uHTS. UPR activation; percent of tunicamycin response over DMSO baseline. activation, % at 10 µM. hit rate 0.34% among 330,000. AID 449763, 2010;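 active = at 10 µM dose, activation of 40% or more, normalized to positive control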;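 note: 100% = tunicamycin at 10 µg/mL and 0% = DMSO alone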
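Test system: CHO CHOP reporter cells. Input: 500 CHO-CHOP cells per well. Medium: F12 with 10% FBS. Technique: luciferase luminescence. Measure: percent activation relative to tunicamycin control. Dosing: 10 µM compound, 0.5% DMSO. Timing: 16-18 h cell attachment, then 6 h compound exposure, 37 °C.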
Jurkat NFkB inh = inhibitors of induced NF-kB luciferase reporter, primary screen, TCR NF-kB activation inhibitor project, cell-based, luminescence, uHTS | hit rate 0.53% among 330,000 | inhibition, % at 4 µM | AID 435003, 2010 | Jurkat, PMA/ionomycin-induced NF-kB luciferase reporter; in the data active = inhibition above about 50%
XBP1 UPR activ = activators of adaptive XBP1 UPR arm, primary screen, cell-based, CHO-XBP1 luciferase reporter, luminescence, uHTS. IRE1-XBP1 UPR activation; percent of tunicamycin response, DMSO as zero. activation, % at 20 µM. hit rate 0.33% among 330,000. AID 463104, 2010;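 active = versus positive control, 20 µM dose yields 30% or more activation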;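 note: 100% = tunicamycin at 10 µg/mL and 0% = DMSO only wells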
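Material: CHO cell line with stable XBP1 luciferase reporter; buffer or medium: F12 medium containing 10% fetal bovine serum; compound: single point, 20 µM final compound, 1% DMSO; incubation: 6 h treatment, 37 °C; measured by: glow luminescence from Steady-Glo reagent; evaluation: activation, % of tunicamycin; control set: tunicamycin high, DMSO low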
APJ ag = agonists of human apelin receptor APJ, primary screen, CHO-K1 cells, PathHunter beta-arrestin, luminescence; activation, % at 20 µM; 0% DMSO wells, 100% apelin; hit rate 0.11% among 330,000; AID 2520, 2010; P35414;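 active = activation more than six SD over the plate average, tested at 20 µM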;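 note: 0% = DMSO alone and 100% = apelin-13 at 10 nM; some results filed as inactive read as strong as hits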
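Material: engineered CHO-K1 APJ arrestin reporter cells; amount: 1000 CHO-K1 reporter cells seeded per well; incubation: compound stimulation 90 min at 25 °C, detection 60 min; signal: luminescent beta-gal fragment complementation, chemiluminescent substrate; read-out basis: APJ agonist activity; controls: DMSO-only wells as negative, 10 nM Apelin-13 as positive control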
APJ antag = antagonists of human apelin receptor APJ, primary screen, CHO-K1 cells, beta-arrestin complementation, luminescence; P35414; inhibition, % at 20 µM; hit rate 0.32% among 330,000; AID 2521, 2010;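 active = inhibition above about 40% at 20 µM, limit read from the data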;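 note: cells challenged with 10 nM apelin-13 agonist together with compound; plate controls were apelin-13 plus DMSO wells for no effect and DMSO wells lacking apelin-13 for full effect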
The depositor's hits bear a star. An unsorted share of the library; 5% or so of the library scored in one or more.

item	molecule	Mdm2-MdmX inh	697 NFkB inh	tim23-1 inh	UPR CHOP act
1	O=C(Nc1ccc([N+](=O)[O-])cc1)C(=O)Nc1cccc(C(=O)O)c1	64*	46*	28	-10.0
2	CCc1cc(C(=O)Cc2nc3ccccc3[nH]2)c(O)cc1O	-21	-6	6	2.3
3	COc1ccc(Nc2ccccc2C(=O)O)cc1	-37	0	17	-0.5
4	O=C(CCNC(=O)c1ccccc1Cl)NCCc1ccc(C(F)(F)F)cc1	12	4	12	0.6
5	Cc1ccc2c(c1)c1nc3ccccc3nc1n2C	-2	-55	11	7.0
6	CC1=C(C(=O)OCc2ccccc2)C(c2cccc3ccccc23)NC(=O)N1CCCC(=O)O (centres undefined)	1	-2	5	-0.9
7	CC(=O)[C@@]1(O)CC[C@H]2[C@@H]3CCC4=CC(=O)CC[C@]4(C)[C@H]3CC[C@@]21C	-18	-20	31	-2.5
8	CCCS(=O)(=O)N1CCC(CCOc2ccccc2)(C(=O)OCC)CC1	9	0	26	0.9
9	C=CCn1c(CC(=O)Nc2cccc(OC)c2)nnc1SCC(=O)NC1CCCCC1	5	20	-2	0.3
10	Cc1nccn1CC(=O)O	5	-6	1	1.1
11	CCOC(=O)CSc1nc2cc(C)ccc2cc1C#N	-73	-119	33	6.5
12	Cc1ccc(S(=O)(=O)NC(N)=NCCc2ccc(Cl)cc2)cc1	10	-19	11	0.0

item	Jurkat NFkB inh	XBP1 UPR activ	APJ ag	APJ antag
1	56*	-7	7	-30
2	-15	1	-2	-17
3	18	-1	-2	-13
4	3	3	0	12
5	-58	12	-4	12
6	1	-1	2	6
7	0	-6	4	22
8	14	-3	-2	-9
9	-8	0	-2	-12
10	5	0	-1	1
11	-156	7	-6	-10
12	2	0	-1	-36

(further entries)
item	molecule	Mdm2-MdmX inh	697 NFkB inh	tim23-1 inh	UPR CHOP act
13	Cc1ccc(C2=C(c3ccc([N+](=O)[O-])cc3)C(=O)OC2)cc1C	20	4	18	-0.3
14	CC(C)NC(=O)Nc1ccc2c(c1)C(=O)N([C@@H](C)CO)C[C@@H](C)[C@@H](CN(C)S(=O)(=O)c1ccc(F)cc1)O2	-13	5	6	1.2
15	C=CCC[C@@H](Cc1ccc(F)cc1)C(=O)OC[C@@H](Cc1c[nH]c2ccccc12)NC(=O)[C@@H](CC=C)CC(=O)N[C@H](CO)Cc1ccccc1	11	5	13	0.8
16	CCc1ccccc1NC(=O)CNC(=O)c1ccc(-n2cncn2)c([N+](=O)[O-])c1	16	7	16	-0.1
17	Cc1cc(=O)oc(C)c1C(=O)Nc1ccc(Cl)cn1	8	26	5	0.4
18	CCCCOCCCNC(=O)C1c2ccccc2Oc2ccccc21	3	-2	20	-1.0
19	O=c1c2ccccc2c2ccccc2c(=O)n1-c1ccccc1	19	-26	27	1.5
20	NC(=S)NNC(=O)C12CC3CC(CC(C3)C1)C2	12	-4	-3	-0.1
21	O=C(N/N=C/c1cc(Br)c(O)c(Br)c1)c1cccnc1	13	-7	-4	0.5
22	CC(=O)C(/C=N/c1cc(-c2ccc(C)cc2)nn1-c1ccccc1)=C(\C)O	-132	-84	13	10
23	COc1ccccc1OCC(=O)N/N=C/c1cccc2cccnc12	19	4	26	-0.6
24	COc1cc(C2(O)CCCCC2C)cc(OC)c1OC (centres undefined)	-12	-11	18	2.0

item	Jurkat NFkB inh	XBP1 UPR activ	APJ ag	APJ antag
13	0	-5	-1	11
14	6	0	0	-4
15	15	-1	1	8
16	-3	4	11	-9
17	10	0	-6	7
18	12	-3	-2	5
19	-11	0	-2	15
20	7	3	1	4
21	-10	-4	2	-10
22	-77	3	1	3
23	8	0	5	6
24	-2	0	0	-8

Single records, from the list above. Values in the order: Mdm2-MdmX inh | 697 NFkB inh | tim23-1 inh | UPR CHOP act | Jurkat NFkB inh | XBP1 UPR activ | APJ ag | APJ antag
Profile of CC(=O)C(/C=N/c1cc(-c2ccc(C)cc2)nn1-c1ccccc1)=C(\C)O : -132 | -84 | 13 | 10 | -77 | 3 | 1 | 3
Profile of COc1ccccc1OCC(=O)N/N=C/c1cccc2cccnc12 : 19 | 4 | 26 | -0.6 | 8 | 0 | 5 | 6

The list goes on.
item	molecule	Mdm2-MdmX inh	697 NFkB inh	tim23-1 inh	UPR CHOP act
25	OCCN1CN=C(Nc2nc3ccccc3s2)NC1	15	-5	14	1.9
26	COc1ccc(C2C(C(C)=O)=C(O)C(=O)N2CCCn2ccnc2)cc1 (centres undefined)	-3	7	12	1.0
27	CCOc1ccc(C(=O)NN2C(=S)NC(C)(C)C=C2C)cc1	-13	-24	-1	2.5
28	COc1ccc([C@H]2CC(=O)C=C(c3cccc(CO)c3)C2)cc1OC	25	23	6	-0.3
29	CCOC(=O)N1CCC(Nc2c(NCCCN3CCN(CC)CC3)c(=O)c2=O)CC1	-16	-28	-3	-0.5
30	Cc1noc(C)c1S(=O)(=O)N(C)C[C@H]1Oc2ccc(NC(=O)CCC(F)(F)F)cc2C(=O)N([C@H](C)CO)C[C@@H]1C	-2	23	19	1.4
31	Cc1onc(-c2ccccc2)c1CNC(=O)CN1C(=O)c2ccccc2C1=O	20	6	-1	2.0
32	Cc1ccc(OC(=O)c2sc3ncn(C)c(=O)c3c2C)cc1	-188	-101	16	5.6
33	O=C(CSc1nnc(Cc2ccccc2)o1)c1ccc(F)cc1	10	21	11	-0.2
34	O=C(Nc1ccc2ncccc2c1)c1ccccc1	-3	-1	7	0.9
35	O=C(CCC1CCCN(C(=O)c2ccoc2)C1)NCc1ccc(F)c(F)c1 (centres undefined)	13	25	4	0.2
36	CCC(=O)Nc1ccccc1C(=O)OCc1ccc(C(=O)c2ccccc2)cc1	-13	-9	16	1.9

item	Jurkat NFkB inh	XBP1 UPR activ	APJ ag	APJ antag
25	1	2	-3	-19
26	11	1	0	19
27	1	4	3	10
28	6	-2	-4	12
29	9	1	7	-16
30	0	-6	0	2
31	3	-1	0	11
32	-56	1	-4	10
33	-2	-1	-1	-13
34	6	-5	1	9
35	6	-6	-2	1
36	5	-1	-3	-4

3 entries from above, ordered by formula weight, high to low.
item	molecule	Mdm2-MdmX inh	697 NFkB inh	tim23-1 inh	UPR CHOP act
8	CCCS(=O)(=O)N1CCC(CCOc2ccccc2)(C(=O)OCC)CC1	9	0	26	0.9
35	O=C(CCC1CCCN(C(=O)c2ccoc2)C1)NCc1ccc(F)c(F)c1 (centres undefined)	13	25	4	0.2
19	O=c1c2ccccc2c2ccccc2c(=O)n1-c1ccccc1	19	-26	27	1.5

item	Jurkat NFkB inh	XBP1 UPR activ	APJ ag	APJ antag
8	14	-3	-2	-9
35	6	-6	-2	1
19	-11	0	-2	15

Continuation.
item	molecule	Mdm2-MdmX inh	697 NFkB inh	tim23-1 inh	UPR CHOP act
37	COC(=O)c1cn(CCOc2ccccc2F)c2ccccc12	-49	-29	31	0.9
38	CCC1CC(C)(C(=O)Nc2ccc(S(N)(=O)=O)cc2)OC1=O (centres undefined)	17	6	-4	-0.2
39	CCn1nnnc1NCc1ccc(OCc2ccc(F)cc2Cl)c(OC)c1	19	-4	19	-2.3
40	CCOc1ccc(C2C(C(N)=O)=C(C)Nc3ncnn32)cc1OC (centres undefined)	-6	5	5	-0.3
41	Oc1ccc(N2CCN(C(c3ccncc3)c3nnnn3C3CCCC3)CC2)cc1 (centres undefined)	13	-12	14	-2.9
42	CC(=O)Nc1ccc(C(=O)N/N=C/c2ccc(F)cc2)cc1	-9	17	2	1.9
43	O=C(CSc1nc2ccccc2s1)N1c2ccccc2Sc2ccc(Cl)cc21	14	13	13	5.2
44	CCC(c1nnnn1C1CCCCC1)N1CCN(C2CCCC2)CC1 (centres undefined)	16	19	12	-1.9
45	CCOC(=O)N1CCN(Cc2ccc(F)cc2F)CC1	1	-2	0	0.7
46	COCCn1c(SCC(=O)Nc2ccc(OC)c(S(N)(=O)=O)c2)nc2ccccc2c1=O	22	11	1	-0.6
47	COc1cccc(/C=N\Nc2nncc(-c3ccccc3)n2)c1	42	-1	2	4.1
48	C[C@H]1CN([C@@H](C)CO)C(=O)c2cc(NS(=O)(=O)c3ccc(Cl)cc3)ccc2O[C@@H]1CN(C)CC1CCCCC1	20	12	15	-1.4

item	Jurkat NFkB inh	XBP1 UPR activ	APJ ag	APJ antag
37	-46	1	-1	0
38	9	0	-3	12
39	-3	-4	-2	-17
40	-26	-4	0	-12
41	3	-2	5	-5
42	-9	-2	0	-7
43	-4	0	-1	0
44	-21	-3	-6	14
45	-5	-3	-7	16
46	1	0	-3	8
47	-62	6	-2	-2
48	-5	2	-3	2

(listing goes on)
item	molecule	Mdm2-MdmX inh	697 NFkB inh	tim23-1 inh	UPR CHOP act
49	CC(Cc1ccco1)NC(=O)c1ccc(C(F)(F)F)cc1 (centres undefined)	-71	-99	13	4.5
50	CN(C)c1[nH]c(=O)c(C#N)c2c1CCN2Cc1ccccc1	9	14	15	-0.4
51	CCOC(=O)C1=C(Cc2ccc(F)cc2)C(=O)c2ccccc2C1=O	20	-20	66*	125*
52	O=C(OC(C(=O)Nc1ccc(Cl)c(C(F)(F)F)c1)c1ccccc1)C1=COCCO1 (centres undefined)	18	1	17	-0.3
53	COC(=O)/C(C#N)=C/c1c(-c2ccccc2)nc2n1CCS2	-6	10	14	-0.6

item	Jurkat NFkB inh	XBP1 UPR activ	APJ ag	APJ antag
49	-85	-3	-1	11
50	4	-1	3	-8
51	3	-2	1	1
52	-23	0	2	0
53	5	0	-2	15

Screen by screen, from the results shown.
Jurkat NFkB inh, nos. 49–53: -85, 4, 3, -23, 5
tim23-1 inh, nos. 49–53: 13, 15, 66*, 17, 14
